TRHR ag = activates the human TRH receptor | TRHR cells, calcium flux fluo-8, FDSS agonist mode | activation, % at 2 µM | 0.18% of 360,000 active | AID 493084; in the data active = activation above about 30%; also: 0% is about no effect
Target sequence (P34981 whole entry, looked up): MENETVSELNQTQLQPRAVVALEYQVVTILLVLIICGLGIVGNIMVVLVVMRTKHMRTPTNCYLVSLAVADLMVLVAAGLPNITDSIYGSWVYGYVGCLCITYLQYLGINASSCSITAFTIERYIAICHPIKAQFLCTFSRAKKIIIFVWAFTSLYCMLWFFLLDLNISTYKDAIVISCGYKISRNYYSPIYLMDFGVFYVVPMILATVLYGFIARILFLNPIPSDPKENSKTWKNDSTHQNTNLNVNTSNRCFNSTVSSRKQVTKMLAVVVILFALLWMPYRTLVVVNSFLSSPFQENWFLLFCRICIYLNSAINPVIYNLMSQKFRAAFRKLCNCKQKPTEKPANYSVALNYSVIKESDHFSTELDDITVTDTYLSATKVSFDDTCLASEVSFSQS
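In this calcium-flux screen, cells bearing human TRHR are dye-loaded with fluo-8, baselined for 10 cycles, then exposed to library compounds; positive kinetic calcium responses during the agonist phase mark hits, with TRH as control.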
D2 ag = agonists of human D2 dopamine receptor; HEK293 T-REx D2 cells, calcium flux agonist mode; activation, % at 2 µM; 0.53% of 340,000 active;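 active = activation over 3 SD above normal in the single-dose calcium agonist read, cut at about 30% in these data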; also: 0% is about no effect
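Agonism scored from kinetic calcium signal (1 read/sec, 180 s) following compound pin transfer, after a 10 s baseline. Cells: HEK293 Trex line expressing inducible D2 receptor coupled to calcium, dye-loaded after overnight culture at 30 C.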
D2 antag = antagonists of human D2 dopamine receptor; HEK293 TREx D2 cells, calcium flux, dopamine EC80; inhibition, % at 10 µM; 2% of 340,000 active; in the data active = inhibition above about 30%; also: 0% is about no effect
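In this primary screen, negative modulation is detected by tracking calcium flux after an EC80 dopamine challenge in inducible HEK293 T-REx D2 cells preexposed to test compound for 180 s.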
rTrxR1 inhibitor = inhibitors of rat thioredoxin reductase 1; O89049; recombinant rTrxR1, NADPH fluorescence consumption, selenite substrate; Potency, µM (doses to about 114 µM), for inactives: at the top dose activity change, negative = inhibition, actives largely listed as inhibitors; 1% of 390,000 active; AID 588453; also: potency is read from the fitted curve at half-maximal effect; % is scaled to controls: 0 for no effect and ±100 for the full control effect; nearly all actives have a fitted effect of over 65% in size
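Rat TrxR1 (90 nM in the dispensed reagent) was pre-reduced with 400 uM NADPH for 5 min at room temperature, then incubated with compound for 15 min. After 400 uM selenite was added, NADPH fluorescence (Ex 340/Em 450 nm) was followed for 8 min.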
TRHR enhancer = TRH receptor (human) allosteric enhancement. P34981. TRHR cells, fluo-8 calcium fluorescence, EC20 TRH enhancement. enhancement, % at 2 µM. 0.66% of 360,000 active. AID 493056; in the data active = enhancement above about 30%; also: 0% is about no effect
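Enhancer read-out: after compound pinning and an initial kinetic agonist-mode read, an EC20 of TRH (10 nM final) was injected and fluo-8 calcium signal (Ex 480/Em 530) followed at 1 s/cycle for 100 cycles in TRHR-expressing cells.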
TrxR1 substrate = is turned over as a substrate by rat TrxR1; O89049; purified TrxR1 substrate turnover, NADPH consumption readout; Potency, µM (top dose mostly 114 µM), inactives show top-dose activity change, negative = substrate turnover; 0.01% of 390,000 active; AID 588456; also: potency is read from the fitted curve at half-maximal effect; % is scaled to controls: 0 for no effect and ±100 for the full control effect; nearly all actives have a fitted effect of over 50% in size
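Rat TrxR1, dispensed at 90 nM, was prereduced with 400 uM NADPH (final) for 5 min at ~22 deg C, then incubated with compound 15 min before 400 uM selenite. A first-read NADPH fluorescence drop versus no-compound background flagged substrates.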
IDH1 R132H inh = inhibitors of human mutant IDH1 R132H | IDH1-R132H enzyme, NADPH consumption, diaphorase/resazurin fluorescence | Potency, µM (doses to about 76.6 µM), without a hit: top-dose activity change, negative = inhibition, actives largely listed as inhibitors | 0.093% of 390,000 active | AID 602179; also: potency is read from the fitted curve at half-maximal effect; % is scaled to controls: 0 for no effect and ±100 for the full control effect; nearly all actives have a fitted effect of over 65% in size
Target sequence (O75874 whole entry R132H, stated change not applied): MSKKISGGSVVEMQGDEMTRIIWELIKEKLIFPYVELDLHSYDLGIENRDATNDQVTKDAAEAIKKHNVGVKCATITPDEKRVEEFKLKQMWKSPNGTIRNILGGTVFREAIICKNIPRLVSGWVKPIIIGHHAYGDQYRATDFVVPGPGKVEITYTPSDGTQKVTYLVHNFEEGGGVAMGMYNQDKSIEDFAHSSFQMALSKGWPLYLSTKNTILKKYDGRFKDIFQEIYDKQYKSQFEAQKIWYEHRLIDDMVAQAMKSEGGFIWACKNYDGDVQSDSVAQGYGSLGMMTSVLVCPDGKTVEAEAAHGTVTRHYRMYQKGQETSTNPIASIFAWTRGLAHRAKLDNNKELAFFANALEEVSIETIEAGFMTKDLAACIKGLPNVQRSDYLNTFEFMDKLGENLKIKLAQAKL
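IDH1-R132H (0.5 ug/mL) preincubated 30 min with compound, then NADPH (0.016 mM) and alpha-KG (2 mM) added; 80 min at RT, pH 7.5. Remaining NADPH coupled via diaphorase/resazurin to fluorescence (540/590 nm); concentration-response curves normalized to no-enzyme control.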
Pin1 inh = human Pin1 inhibition; 0.009% of 390,000 active; Pin1 FP peptide displacement, HiFluor488, 10 min; Potency, µM (highest dose often 115 µM), for inactives: top-dose activity, negative = inhibition, actives largely listed as inhibitors; AID 504891; active = well fitted inhibition curve with a large enough effect in the polarisation, with a control signal flat, not every such curve was filed as active; inconclusive = small, poorly fitted or top-dose-only effect, or effect the other way, or a change in a side signal; inactive = no such curve, though single readings can be large or run the other way; the % refers to the polarisation; also: potency is read from the fitted curve at half-maximal effect; % is scaled to controls: 0 for no effect and ±100 for the full control effect
Target sequence (Q13526 whole entry, looked up): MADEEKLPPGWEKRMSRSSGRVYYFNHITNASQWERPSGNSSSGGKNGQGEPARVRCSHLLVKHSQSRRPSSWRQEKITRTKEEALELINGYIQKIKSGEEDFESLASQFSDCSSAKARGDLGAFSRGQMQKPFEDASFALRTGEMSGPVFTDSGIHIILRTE
USP1 inh = blocks the human USP1/UAF1 deubiquitinase complex; recombinant USP1/UAF1, Ub-Rhodamine cleavage fluorescence; Potency, µM (doses to about 57.1 µM), for inactives: at the highest dose activity change, negative = inhibition, hits mostly inhibitors; 0.23% of 390,000 active; AID 743255; also: potency is read from the fitted curve at half-maximal effect; % is scaled to controls: 0 for no effect and ±100 for the full control effect; nearly all actives have a fitted effect of over 60% in size; inactives centre near -12
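USP1/UAF1 complex at 1 nM was preincubated with compound for 15 min at room temperature, then Ub-Rho substrate (150nM final) was added. Fluorescence (480/540 nm) was read kinetically, 6 reads every 60 seconds.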
The depositor's hits bear a star; ? = inconclusive; · = no result given; & = joins results of further samples; [ ] = another dose, or the depositor's remark. Unless noted, calls follow the shape of the dose curve; as a rule, active = well fitted inhibition curve with a large enough effect; inconclusive = small, poorly fitted or top-dose-only effect; inactive = no such curve, though single readings can be large or run the other way.

smiles,TRHR ag,D2 ag,D2 antag,rTrxR1 inhibitor,TRHR enhancer,TrxR1 substrate,IDH1 R132H inh,Pin1 inh,USP1 inh
COc1ccc(C2=NC(C)(C)N(CC(=O)Nc3ccc(F)c(F)c3)C2=O)cc1,0.2,-0.9,·,14.0%,4.9,1.9%,·,-3.9%,-20.8%
O=C(NCc1n[nH]c(=S)n1-c1cccc(C(F)(F)F)c1)c1ccc(S(=O)(=O)N2CCCC2)cc1,-0.5,0.2,-9.3,-35.4%,1.1,-14.6%,-2.9%,7.7%,-14.4%
COc1ccc(Br)c(C(=O)Nc2cc3c(cc2N2CCCC2)n(C)c(=O)c(=O)n3C)c1,-0.5,1.8,·,7.3%[57.1 µM],0.0,2.1%[57.1 µM],18.5%,-4.0%,-11.2%
Cc1cc2ccccc2c(=O)[nH]1,0.2,0.5,3.5,22.5%,0.2,22.4%,-1.6%,-7.9%,-6.4%
CCC1Sc2ccccc2N(CC(=O)NCCC2=CCCCC2)C1=O (stereo not drawn),-0.5,-1.0,-0.2,16.6%,-2.4,2.0%,-3.3%,-1.1%,-20.1%
O=C(CCCCCn1c(=O)c2sccc2n(CC(=O)Nc2cc(C(F)(F)F)ccc2Cl)c1=O)NCc1ccccc1Cl,1.4,1.7,·,11.9%,-0.3,3.4%,-9.2%,23.0%,1.9%
COc1ccc(Cl)c2c1[nH]c1nc(SCc3ccccn3)nnc12,0.2,-0.6,42.9*,8.1%[57.1 µM],-2.6,2.3%[57.1 µM],3.7%,?,-1.1%
Cc1[nH]c(C)c(S(=O)(=O)NCCc2ccccc2)c1C(=O)N1CCCCC1,-0.5,0.7,22.0,17.9%,-1.0,3.1%,-1.2%,1.1%,-22.9%
O=C1C2C3c4ccccc4C(c4ccccc43)C2C(=O)N1c1ccncc1 (stereo not drawn),-3.5,-2.1,3.8,28.3%,1.6,3.6%,7.2%,0.4%,-20.8%
CCCN1Cc2cccc(C(=O)Nc3ccc(CN4CCCC4)cc3)c2C1=O,0.7,1.5,3.9,9.1%,5.5,-1.8%,2.5%,7.5%,-17.0%
COc1ccc(CNC(=O)C2CC(c3ccc(F)cc3)=NO2)cc1 (stereo not drawn),-0.8,0.0,-6.3,16.7%,7.7,-1.5%,-0.1%,-7.8%,-3.8%
CCOC(=O)C1CCN(C(=O)C2(NC(=O)NC3CCCCC3)CCCCC2)CC1,0.5,0.9,2.1,6.6%[11.4 µM],1.0,0.4%[11.4 µM],1.8%,-6.1%,-16.8%

Record cards, as listed above. Order of values: TRHR ag, D2 ag, D2 antag, rTrxR1 inhibitor, TRHR enhancer, TrxR1 substrate, IDH1 R132H inh, Pin1 inh, USP1 inh
CCOC(=O)C1CCN(C(=O)C2(NC(=O)NC3CCCCC3)CCCCC2)CC1 across the screens: 0.5, 0.9, 2.1, 6.6%[11.4 µM], 1.0, 0.4%[11.4 µM], 1.8%, -6.1%, -16.8%
O=C(CCCCCn1c(=O)c2sccc2n(CC(=O)Nc2cc(C(F)(F)F)ccc2Cl)c1=O)NCc1ccccc1Cl across the screens: 1.4, 1.7, ·, 11.9%, -0.3, 3.4%, -9.2%, 23.0%, 1.9%

(cont.)
smiles,TRHR ag,D2 ag,D2 antag,rTrxR1 inhibitor,TRHR enhancer,TrxR1 substrate,IDH1 R132H inh,Pin1 inh,USP1 inh
Cc1ccc(C(=O)NCC(=O)OCC(=O)Nc2ccccc2[N+](=O)[O-])cc1,0.1,-1.1,15.9,10.8%,-6.5,3.9%,-0.1%,-0.3%,-9.8%
COc1ccc(NC2CS(=O)(=O)CC2NCc2ccco2)cc1 (stereo not drawn),-0.3,·,·,?,-1.2,7.9%,14.4%,5.0%,2.8%
Cc1cc(C)c2oc(=O)cc(CN3CCC(C)CC3)c2c1,-0.2,0.3,-20.3,-14.7%,2.0,-5.5%,-3.9%,-6.7%,-15.7%
Cc1cc(C)cc(OCC(=O)Nc2c(C)ccc3nsnc23)c1,-0.5,0.1,·,-6.9%,-1.3,7.5%,6.3%,2.1%,-5.9%
Cc1ccc(SCc2[nH]nc3c2C2(C(=O)Nc4ccc([N+](=O)[O-])cc42)C(C#N)=C(N)O3)cc1 (stereo not drawn),0.9,-0.6,-3.2,-9.8%,-0.2,-10.3%,-22.2%,2.7%,-18.8%
Cc1nc2c(c(=O)n1CCC1=CCCCC1)c1nc3ccccc3nc1n2/N=C/c1ccccc1,-0.3,0.2,0.6,-18.9%,-11.5,-10.3%,-0.7%,48.3%[activator],-13.1%
COc1ccc2[nH]cc(CCNC(=O)CS(=O)(=O)Cc3ccccc3)c2c1,1.0,0.6,18.8,3.6%,3.0,-0.9%,-13.2%,-3.2%,-26.1%
Cc1ccc(C)c(NC(=O)CSc2nc(-c3ccccc3)cc(=O)[nH]2)c1,0.0,0.3,·,4.8%[57.1 µM],21.4,-1.6%[57.1 µM],19.0%,-0.8%,?
O=C(O)c1cccc(NC(=O)c2ccc(N3C(=O)c4ccc(C(=O)Nc5cccc(C(=O)O)c5)cc4C3=O)cc2)c1,-0.1,1.0,-33.9,-8.0%[57.1 µM],10.1,-2.7%[57.1 µM],19.2%,?,-21.3%
COc1ccc(-c2cn3nc(N4CCCC(C(=O)Nc5cc(Cl)ccc5OC)C4)sc3n2)cc1 (stereo not drawn),0.2,0.1,·,20.2%,4.9,-4.9%,-4.4%,10.0%,-7.2%
[S-]c1nnc(-c2ccc(Br)cc2)n1-c1ccccc1.[Zn+2],-0.3,0.6,-3.1,26.5%,24.0,0.1%,?,-0.5%,-14.2%
C=CCn1c(-c2csc3c2CCC(C)C3)n[nH]c1=S (stereo not drawn),-1.3,·,·,-9.7%,-7.6,-1.0%,-3.0%,2.9%,-22.9%
CCCn1c(SCC(=O)Nc2nnc(C)s2)nnc1-c1ccoc1C,-1.5,1.5,7.1,8.6%,18.6,1.2%,6.8%,1.2%,-18.1%
CCOc1ccc(C(=O)NCCS(=O)(=O)N2CCN(c3cccc(Cl)c3)CC2)cc1,-0.1,1.3,·,15.6%[57.1 µM],10.7,5.4%[57.1 µM],13.8%,10.7%,-23.5%
CCCOC(=O)c1ccc(NC(=O)Cc2csc(C)n2)cc1,-2.0,·,·,13.8%,-1.3,8.5%,11.7%,5.0%,3.5%
CN1CC=C2C(C#N)=C(N)C(C#N)(C#N)[C@H](c3cccs3)[C@H]2C1,4.2,2.0,3.7,?,-3.1,8.8%,3.2%,?,?
Cc1cc(C)cc(C(=O)N2CCN=C2c2ccccc2)c1,-0.5,·,·,-3.9%,-2.0,-3.3%,1.6%,1.8%,-0.7%
COc1cc(OC)cc(N(C(=O)c2ccco2)C(C(=O)NC2CCCC2)c2ccc(N(C)C)cc2)c1 (stereo not drawn),1.4,-0.1,-0.9,-2.2%[2.29 µM],5.4,-5.6%,-7.7%,?,-21.0%
CC(=O)c1ccc(NC(=S)NCCc2ccccn2)cc1,0.3,-0.5,0.2,-19.1%,2.1,-12.7%,-3.1%,-8.6%,-19.5%
COc1ccc(NC(=O)C(Cc2ccccc2)n2cccc2)c(OC)c1 (stereo not drawn),0.3&-0.1,-0.5&0.4,0.5,12.8%&3.8%,-12.9&6.3,-0.3%&-1.1%,4.8%&1.6%,1.3%&1.6%,-26.2%&11.0%
COc1ccc(-n2cnc3scc(-c4ccc(OC)c(OC)c4)c3c2=O)cc1,-2.2,0.2,-5.8,0.3%,6.1,-7.3%,-1.7%,2.2%,1.9%
COCCCNCCOCCOc1ccccc1-c1ccccc1,0.3,0.2,12.8,-14.4%,-1.9,-7.0%,6.8%,-6.7%,-12.8%
Nc1nc2n(n1)C(c1cccs1)CC(c1ccc(Br)cc1)N2 (stereo not drawn),2.6,-0.9,2.0,-2.5%[57.1 µM],3.9,4.7%[57.1 µM],14.8%,2.7%,-20.2%
COc1ccc(C2CC2/C(C)=N/OC(=O)c2cccs2)cc1 (stereo not drawn),-0.8,-0.1,-14.9,17.4%,-1.2,3.2%[57.1 µM],4.7%,-2.4%,0.5%
CCCOc1ccc(NC(=O)CC2Nc3ccccc3NC2=O)cc1 (stereo not drawn),0.4,-0.1,14.1,22.4%,3.3,-0.8%,-4.1%,5.2%,-21.3%
CSc1ccccc1C(=O)NCCc1ccc(S(=O)(=O)N2CCCCC2)cc1,0.2,1.0,-5.4,4.6%,-3.0,-5.3%,7.8%,-10.3%,3.4%
Cc1cccc(OCCSc2nc3ccccc3n2CC(=O)N2CCOCC2)c1,0.0,4.6,·,5.2%,12.8,2.5%,·,-8.7%,-19.1%
Cn1ccnc1C(=O)c1ccccc1Cl,1.0,18.9,-4.5,-9.9%[57.1 µM],0.6,-1.4%[57.1 µM],3.7%,0.8%,-3.4%
Cc1oc(-c2cccc(Cl)c2)nc1CN1CCCC(C(=O)NCCc2ccc(Cl)cc2)C1 (stereo not drawn),0.6,·,·,28.4%,27.0,-0.4%,0.0%,-3.4%,-16.9%
CC(=O)Nc1ccc(/C(N=Nc2ccccc2)=N/N=C(N)N)cc1,·,·,·,11.3%[11.4 µM],·,11.0%[11.4 µM],4.9%,-0.2%,-14.4%
CN=c1scc(-c2ccccc2Br)n1/N=C/c1ccc[nH]1,-0.1,0.0,-16.6,·,-4.5,·,·,·,·
CCCCCCC(=O)NNC(=O)CC(=O)Nc1ccccc1C(=O)O,-1.2,-0.6,-13.3,-7.5%,-4.8,-4.2%,10.6%,1.8%,-0.2%
O=C1c2ccccc2NC(c2ccccc2Cl)N1N=C1CCCCCC1 (stereo not drawn),0.6,·,·,-1.0%,-5.7,74.7%[activator],-1.4%,-2.1%,-9.7%
CC1CCN(CCCNC(=O)c2cc3c(s2)-c2ccccc2OC3)CC1,0.4,·,·,41.0%,0.4,477.8%[activator],0.0%,5.6%,-18.4%
CCCOc1ccc(Cc2nc(N)nc(N)n2)cc1,0.7,0.7,-2.8,11.5%[57.1 µM],-6.7,7.2%[57.1 µM],-5.3%,-1.2%,-11.8%
CCOC(=O)n1c(=O)n(Cc2c(Cl)cccc2Cl)c2ccccc21,-0.1,1.2,4.0,4.8%[57.1 µM],2.9,-7.3%,5.1%,-10.8%,-11.9%

These rows are one share of the data. The share of hits here may be higher or lower than overall.
